Screens (PubChem BioAssay)
HP1b binding inh: inhibitors of HP1-beta chromodomain binding to methylated histone tails; P83916; AlphaScreen HP1-beta / biotin-H3K9me3 peptide binding; Potency, µM (series often up to 114 µM), without a hit: at the highest dose activity change, negative = inhibition, usual class: inhibitors; hit rate 0.56% among 390,000; AID 540317; note: potency is the fitted concentration of half-maximal effect; nearly all actives have a fitted effect of over 70% in size; inactives centre near 23
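AlphaScreen: HP1-beta (50 nM) preformed 30 min with biotin-H3(1-18)K9me3 peptide (50 nM) in PBS pH 7.4, 0.01% Tween-20. Compound added for 30 min at RT, then streptavidin donor/nickel chelate acceptor beads (10 ug/mL) for 30 min.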
BAZ2B block: BAZ2B (human) inhibition; Q9UIF8; AlphaScreen BAZ2B-H3K14Ac peptide displacement; Potency, µM (top dose mostly 114 µM), inactives show at the top dose activity change, negative = inhibition, usual class: inhibitors; hit rate 4.4% among 360,000; AID 504333; note: potency is the fitted concentration of half-maximal effect; % is set by controls: 0 for no effect and ±100 for the full control effect; nearly all actives have a fitted effect of over 60% in size
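AlphaScreen displacement of biotin-H3(5-23)K14Ac peptide (50 nM final) from BAZ2B (50 nM final) in PBS pH 7.4, 0.01% Tween-20; complex preformed 30 min RT, then compounds (top 110 uM) 30 min RT, beads 20 min dark.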
G9a inh: G9a (human) methyltransferase inhibition. Q96KQ7. G9a H3K9 monomethylation, AlphaScreen, 2 h. Potency, µM (series often up to 102 µM), inactives show at the highest dose activity, negative = inhibition, actives largely listed as inhibitors. hit rate 8.8% among 350,000; note: potency is the fitted concentration of half-maximal effect; % is set by controls: 0 for no effect and ±100 for the full control effect; nearly all actives have a fitted effect of over 75% in size
Target sequence (Q96KQ7 913-1193 limits assumed): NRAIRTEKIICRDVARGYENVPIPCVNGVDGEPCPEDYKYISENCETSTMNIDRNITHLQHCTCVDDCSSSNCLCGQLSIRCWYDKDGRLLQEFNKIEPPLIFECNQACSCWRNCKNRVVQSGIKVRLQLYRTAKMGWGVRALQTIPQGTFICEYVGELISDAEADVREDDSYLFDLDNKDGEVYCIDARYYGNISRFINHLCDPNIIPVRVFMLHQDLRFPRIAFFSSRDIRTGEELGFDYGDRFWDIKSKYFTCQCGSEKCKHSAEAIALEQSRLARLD
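Enzyme 20 nM + cpd, 15 min RT; add b-H3K9 pep 500 nM / SAM 20 uM; 2 h RT; anti-H3K9me1 Ab 0.5 ug/mL + SA donor / anti-rabbit acceptor beads 20 ug/mL each, 10 min; AlphaScreen read.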
GLS inh: inhibitors of human glutaminase (GLS). O94925. hit rate 0.21% among 410,000. GLS enzymatic activity, qHTS titration. Potency, µM (highest dose often 45.5 µM), for inactives: top-dose activity change, negative = inhibition, hits mostly inhibitors; note: potency is the fitted concentration of half-maximal effect; % is set by controls: 0 for no effect and ±100 for the full control effect
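Enzyme dispensed in phosphate buffer (45 mM, pH 8.2, 0.02% Tween-20), compounds pinned in, then 1 mM L-glutamine solution and the glutamate oxidase–HRP–Amplex Red mix added; fluorescence read immediately and again after 30 min at room temperature.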
Pol eta inh: inhibitors of human DNA polymerase eta | Q9Y253 | recombinant Pol eta, fluorescent DNA replication assay | Potency, µM (highest dose often 114 µM), for inactives: at the top dose activity change, negative = inhibition, actives largely listed as inhibitors | hit rate 1.2% among 390,000 | AID 588591; note: potency is the fitted concentration of half-maximal effect; % is set by controls: 0 for no effect and ±100 for the full control effect
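Pol eta (10 nM) was preincubated with compounds for 15 min at room temperature, after which fluorescent replication substrate (50 nM final) was added to start the reaction. Fluorescence was read kinetically at 0 and 10 min.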
JMJD2A Tudor inh: inhibitors of human JMJD2A Tudor domain. AlphaScreen JMJD2A-Tudor / H3K4me3 peptide binding. hit rate 4.4% among 390,000. O75164. Potency, µM (highest dose often 114 µM), without a hit: at the top dose activity change, negative = inhibition, usual class: inhibitors; note: potency is the fitted concentration of half-maximal effect; % is set by controls: 0 for no effect and ±100 for the full control effect; nearly all actives have a fitted effect of over 50% in size
Tb PGK inh: blocks T. brucei phosphoglycerate kinase; PGK/GAPDH coupled, Kinase-Glo luminescence, 60 min; Potency, µM (titrated, usually from 57.5 µM), for the others: at the top dose activity change, negative = inhibition, most hits filed as inhibitors; P07378; hit rate 0.043% among 380,000; AID 602233; note: potency is the fitted concentration of half-maximal effect; % is set by controls: 0 for no effect and ±100 for the full control effect; nearly all actives have a fitted effect of over 60% in size
Target sequence (P07378 whole entry, looked up): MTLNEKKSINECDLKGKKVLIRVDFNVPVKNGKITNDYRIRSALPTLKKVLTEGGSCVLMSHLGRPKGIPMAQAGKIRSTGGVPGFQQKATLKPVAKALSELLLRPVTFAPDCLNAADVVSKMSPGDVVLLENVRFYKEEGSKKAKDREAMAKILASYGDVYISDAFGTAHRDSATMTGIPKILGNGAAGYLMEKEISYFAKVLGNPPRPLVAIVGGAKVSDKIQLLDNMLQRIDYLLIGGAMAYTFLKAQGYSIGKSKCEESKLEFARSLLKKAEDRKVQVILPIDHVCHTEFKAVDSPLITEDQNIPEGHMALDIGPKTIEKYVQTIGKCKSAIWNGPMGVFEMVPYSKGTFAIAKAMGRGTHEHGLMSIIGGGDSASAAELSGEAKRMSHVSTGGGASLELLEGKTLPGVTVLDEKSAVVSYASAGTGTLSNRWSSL
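Luminescent ATP detection (Kinase-Glo Plus) follows a 60-minute room-temperature incubation, with wells lacking PGK as controls. Buffer: 100 mM TEA (pH 7.6), 5 mM MgCl2, 0.01% Tween-20. Coupling enzyme GAPDH (100 nM final) supplies unstable 1,3-BPG in-well.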
Pin1 inh: human Pin1 inhibition. Q13526. Pin1 FP peptide displacement, HiFluor488, 10 min. Potency, µM (highest dose often 115 µM), for the others: at the top dose activity, negative = inhibition, actives largely listed as inhibitors. hit rate 0.009% among 390,000. AID 504891; active = well fitted inhibition curve with a large enough effect in the polarisation, with a control signal flat, not every such curve was filed as active; inconclusive = small, poorly fitted or top-dose-only effect, or effect the other way, or a change in a side signal; inactive = no such curve, though single readings can be large or run the other way; the % refers to the polarisation; note: potency is the fitted concentration of half-maximal effect; % is set by controls: 0 for no effect and ±100 for the full control effect
Target sequence (Q13526 whole entry, looked up): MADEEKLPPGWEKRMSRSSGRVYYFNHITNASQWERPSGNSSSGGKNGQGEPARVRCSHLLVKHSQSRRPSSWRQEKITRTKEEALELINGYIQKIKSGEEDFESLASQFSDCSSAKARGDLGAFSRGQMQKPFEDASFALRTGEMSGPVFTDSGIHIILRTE
PI4K2A inh: PI4K2A (human) kinase inhibition | purified PI4K2A, ADP-Glo luminescence, 1 h; stronger effect = lower value | activity change, negative = inhibition, % at 76.9 µM | hit rate 0.13% among 420,000; in the data active = activity change below about -50%; inconclusive = mostly about -30% to -49%;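 note: -100% = wells without enzyme as full effect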
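In this quantitative HTS, ADP production by PI4K2A was quantified luminescently after 1 h at ambient temperature; 100 microM adenosine served as plate-quality control.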
* = called active by the depositor; i = inactive; ? = inconclusive; nt = no result given; [ ] = another dose, or the depositor's remark. Unless noted, calls come from the whole dose curve; as a rule, active = well fitted curve in the direction sought with a large enough effect; inconclusive = small, poorly fitted or top-dose-only effect, or another doubt; inactive = no such curve, though single readings can be large; an effect the other way counts as inactive or inconclusive. A portion of the library, so the mix of outcomes need not match the whole.

Short forms – A = HP1b binding inh; B = BAZ2B block; C = G9a inh; D = GLS inh; E = Pol eta inh; F = JMJD2A Tudor inh; G = Tb PGK inh; H = Pin1 inh; I = PI4K2A inh
1. Cc1ccc(C(=O)N/C(=C\c2cccs2)C(=O)NCCc2c[nH]c3ccccc23)cc1C
  A: -15%; B: ?; C: 27%[0.501 µM]; D: 5%; E: -7%; F: ?; G: i; H: -2%; I: -1

2. Cc1ccc(C)c(Cn2c3ccccc3c3cnn(CC(=O)NCCc4ccccc4)c(=O)c32)c1
  A: -8%; B: -11%; C: -2%[59 µM]; D: -2%; E: 5%; F: -10%; G: -3%; H: -2%; I: 6

3. O=C(CCCCn1c(=O)c2ccccc2n(CC(=O)Nc2ccccc2)c1=O)NCc1ccco1
  A: 36%; B: -7%; C: 37%[59 µM]; D: -3%; E: -20%; F: 0%; G: i; H: 26%; I: -11

4. CCN(CC)CCNc1ccc(C)c2sc3ccc(O)cc3c(=O)c12
  A: ?; B: nt; C: nt; D: 36%[activator]; E: ?; F: 22µM*; G: 2%; H: 46%[activator]; I: 2

5. O=C(COC(=O)c1ccccc1F)Nc1cc(S(=O)(=O)N2CCOCC2)ccc1N1CCCC1
  A: -5%; B: -3%; C: 35µM*; D: 5%; E: -20%; F: -20%; G: -6%; H: 2%; I: 0

6. O=C(O)CSc1nnc(COc2ccccc2)n1-c1ccccc1
  A: 26%; B: -32%; C: 5%; D: 2%; E: -18%; F: -12%; G: -5%; H: -13%; I: -4

7. NC(=O)CSc1nnc(-c2ccc(S(=O)(=O)N3CCCCC3)cc2)n1-c1ccccc1
  A: 30%; B: -16%; C: ?; D: 1%; E: 9%; F: -18%; G: nt; H: 2%; I: 1

8. CCOc1cccc(CNn2cnnc2)c1OCc1ccccc1Cl
  A: 20%; B: -3%; C: 11%[59 µM]; D: 0%; E: 2%; F: -15%; G: -1%; H: -6%; I: 11

9. O=C(Nc1ccc(N2CCOCC2)cc1N1CCOCC1)c1ccccc1
  A: 5%; B: nt; C: nt; D: -5%; E: -6%; F: -13%; G: -6%; H: 55%; I: -7

10. COc1ccc(Cn2c(CNC(=O)Cc3cccc([N+](=O)[O-])c3)nc3cccnc32)cc1
  A: 40%[activator][57 µM]; B: -12%; C: 22%[59 µM]; D: 1%; E: -14%; F: -19%; G: -12%; H: 1%; I: -4

11. COc1cc(C(=O)NCC2CCCN2S(=O)(=O)c2cccs2)cc(OC)c1OC (centres undefined)
  A: 8%; B: -4%; C: -8%; D: 2%; E: -3%; F: -17%; G: 2%; H: 4%; I: 0

12. CC1(C)Cc2c(cnn2-c2ccccc2)C(NC(=O)CCN2CCCCO2)C1 (centres undefined)
  A: 46%[activator]; B: -21%; C: 2%; D: -2%; E: -20%; F: 8%; G: -9%; H: 4%; I: 0

13. O=S1OC(c2ccccc2)c2cc(Cl)ccc21 (centres undefined)
  A: 43%[activator]; B: 3%; C: 16%[2.33 µM]; D: 0%; E: -17%; F: 5%; G: -1%; H: -1%; I: -26

14. O=C(c1cc(-c2cccs2)on1)N1CCOCC1
  A: 26%; B: 4%; C: 16%[59 µM]; D: -3%; E: 0%; F: 4%; G: -9%; H: -9%; I: -2

15. CC1CN(C2CCN(S(=O)(=O)c3ccc(F)cc3)CC2)CC(C)O1 (centres undefined)
  A: ?; B: 32µM*; C: 10µM*; D: 0%; E: -6%; F: 2.8µM*; G: i; H: -2%; I: 6

16. CC(C)NC(=O)N(C)C[C@H]1Oc2ccc(NC(=O)Cn3cnnn3)cc2C(=O)N([C@H](C)CO)C[C@@H]1C
  A: 55%[activator]; B: nt; C: nt; D: -5%; E: -10%; F: -3%; G: i; H: -1%; I: -5

17. CCOc1cccc2cc(-c3nc(-c4ccccc4C)no3)c(=O)oc12
  A: 35%; B: -13%; C: 1%[59 µM]; D: -8%; E: -18%; F: 7%; G: -11%; H: 1%; I: -2

18. O=C(CSc1n[nH]c(-c2ccccc2)n1)N1CCN(c2ccc(F)cc2)CC1
  A: 7%[57 µM]; B: -11%; C: -2%[59 µM]; D: 33%[activator]; E: -15%; F: -22%; G: -6%; H: 0%; I: 0

19. CCOc1cc(C(=O)Nc2ccc(-c3nc4cc(C)ccc4o3)cc2)cc(OCC)c1OCC
  A: 8%; B: -5%; C: 9%[59 µM]; D: 5%; E: -12%; F: -16%; G: 3%; H: 6%; I: 3

20. O=C(Nc1cccc(Cl)c1)Nc1cc(S(=O)(=O)N2CCOCC2)ccc1N1CCCC1
  A: ?; B: -38%; C: ?; D: 30%[activator]; E: -14%; F: -29%; G: -2%; H: 6%; I: -1

21. O=C(Cc1sc(-c2ccccc2)nc1-c1ccccc1)Nc1ccccc1
  A: 26%; B: -4%; C: 12%[12.7 µM]; D: 2%; E: -10%; F: -11%; G: i; H: 3%; I: 2

22. Cc1ccc(CSC2=Nc3ccccc3C3=NC(=O)CN23)cc1
  A: ?; B: -32%; C: ?; D: -5%; E: -17%; F: -29%; G: -10%; H: 3%; I: 6

23. CCOc1ccccc1N1CCN(Cc2ccc(Br)s2)CC1
  A: ?; B: ?; C: ?; D: 2%; E: -18%; F: 3.2µM*; G: -8%; H: -10%; I: 12

24. O=C(NCc1n[nH]c(=S)n1-c1ccc(F)cc1)c1ccc(S(=O)(=O)N2CCOCC2)cc1
  A: 13%; B: -1%; C: 14µM*; D: 14%; E: 1%; F: 13µM*; G: nt; H: -5%; I: 1

25. Cc1ccc(NC(=O)COC(=O)CCc2ccc(S(=O)(=O)N3CCOCC3)cc2)cc1C
  A: 31%; B: -17%; C: -14%; D: -6%; E: ?; F: 0%; G: 3%; H: 10%; I: 0

26. COc1ccc(C2SCC(=O)N2CC23CC4CC(CC(C4)C2)C3)cc1 (centres undefined)
  A: 58%[activator]; B: -4%; C: 13%[12.7 µM]; D: 1%; E: -15%; F: -9%; G: i; H: 1%; I: 7

27. Cc1onc(-c2ccccc2)c1C(=O)Nc1ncc([N+](=O)[O-])s1
  A: -3%; B: -29%; C: 45µM*; D: 1%; E: -5%; F: -15%; G: -7%; H: 13%; I: 4

28. Cc1oc2c(c1C(=O)N1CCC(C)CC1)C(=O)c1ccccc1C2=O
  A: 17%; B: ?; C: ?; D: 1%; E: -7%; F: -26%; G: 1%; H: -1%; I: -8

29. Cn1c(-c2ccc(F)cc2)cnc1SCC(=O)NCc1ccco1
  A: 2%; B: -51%; C: ?; D: 3%; E: -6%; F: ?; G: -6%; H: -1%; I: 6

30. O=C(NCCCN1CCOCC1)c1cccc(S(=O)(=O)N2CCc3ccccc32)c1
  A: nt; B: nt; C: nt; D: -1%; E: 0%; F: nt; G: 8%; H: nt; I: -3

31. Cc1ccc(Sc2cc(N3CCOCC3)nc(-c3ccccc3)n2)cc1
  A: 65%[activator]; B: 1%[57.1 µM]; C: 43%[activator]; D: 5%; E: -22%; F: 26%; G: i; H: 8%; I: -3

32. COc1ccc(C(=O)Oc2c(Sc3ccc(Cl)cc3)c(C)nn2C(C)(C)C)cc1OC
  A: 20%; B: -13%; C: -8%[59 µM]; D: 5%; E: -10%; F: -10%; G: i; H: -1%; I: -3

33. CC(C)n1c(Sc2nccn2C)nc2c1c(=O)n(C)c(=O)n2C
  A: 19%; B: -2%; C: 13%[59 µM]; D: 21%; E: -5%; F: -10%; G: 2%; H: -1%; I: 0

34. Cc1ccc(-c2ccc([C@H]3[C@@H]4C=CCC[C@@]4(C)C(=O)N3Cc3ccccc3)c(F)c2)cc1
  A: 13%; B: -10%; C: 2%[12.7 µM]; D: 4%; E: ?; F: -21%; G: -6%; H: 0%; I: 0

35. COc1ccc(-c2cn(CCO)c(-c3ccc(Cl)nc3)n2)cc1
  A: 6%; B: -7%; C: 13%[2.33 µM]; D: 2%; E: -2%; F: -24%; G: -2%; H: 2%; I: -1

36. O=C(Nc1ccnn1C1CCN(Cc2ccc(Cl)cc2)CC1)C1CCCC1
  A: 22%; B: -25%; C: nt; D: -2%; E: -14%; F: -31%; G: -4%; H: -2%; I: -2

37. Cc1cccc(-n2c(C)cc(/C=N\NC(=O)c3ccco3)c2C)c1
  A: -9%; B: ?; C: 45µM*; D: 13%; E: -5%; F: -30%; G: i; H: 9%; I: -4

38. CCc1cc([N+](=O)[O-])cc(CC)c1N
  A: 21%; B: -2%; C: 5%; D: 13%; E: -14%; F: -15%; G: -11%; H: 0%; I: -7

From no. 35 up to 38, as listed above:
Short forms – A = HP1b binding inh; B = BAZ2B block; C = G9a inh; D = GLS inh; E = Pol eta inh; F = JMJD2A Tudor inh; G = Tb PGK inh; H = Pin1 inh; I = PI4K2A inh
35. COc1ccc(-c2cn(CCO)c(-c3ccc(Cl)nc3)n2)cc1
  A: 6%; B: -7%; C: 13%[2.33 µM]; D: 2%; E: -2%; F: -24%; G: -2%; H: 2%; I: -1

36. O=C(Nc1ccnn1C1CCN(Cc2ccc(Cl)cc2)CC1)C1CCCC1
  A: 22%; B: -25%; C: nt; D: -2%; E: -14%; F: -31%; G: -4%; H: -2%; I: -2

37. Cc1cccc(-n2c(C)cc(/C=N\NC(=O)c3ccco3)c2C)c1
  A: -9%; B: ?; C: 45µM*; D: 13%; E: -5%; F: -30%; G: i; H: 9%; I: -4

38. CCc1cc([N+](=O)[O-])cc(CC)c1N
  A: 21%; B: -2%; C: 5%; D: 13%; E: -14%; F: -15%; G: -11%; H: 0%; I: -7
